ABHD4 inh = inhibits mouse alpha/beta hydrolase domain 4. Q8VD66. purified mABHD4, FP-Rh probe fluorescence polarization. inhibition, % at 8.92 µM. hit rate 0.54% among 370,000. AID 720543;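 active = inhibition exceeding the mean over every tested compound plus 3 SD, cut at about 30% in these data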;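 also: 0% = plate median of compound wells and 100% = S159A mutant with DMSO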
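Test system: mABHD4 protein; Read-out basis: % inhibition; Incubation: 45 min + 60 min at 25 °C; Repeats: single replicate; Technique: fluorescence polarization with parallel and perpendicular emission, 525/598 nm; Compound: 8.92 µM, single dose; Benchmarks: full inhibition S159A mutant plus DMSO, zero as sample-well median.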
MBD2 inh = blocks human MBD2 binding to methylated DNA; inhibition, % at 4.4 µM; hit rate 0.31% among 370,000; AID 686964; Q9UBB5; TR-FRET, MBD2 binding to methylated oligonucleotide; in the data active = inhibition above about 13%
TCR-CD3 inh = blocks the human TCR-CD3 interaction; TAMRA-labeled TCR probe fluorescence, biochemical; inhibition, % at 9.4 µM; hit rate 0.37% among 360,000; AID 651800; in the data active = inhibition above about 19%;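 also: recombinant mutant TCR 2C K166C tagged with TAMRA read by polarization; 0% = receptor in buffer alone and 100% = receptor with positive control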
PRMT1 FP inh = PRMT1 (human) inhibition, primary screen. Q99873. recombinant PRMT1, activity-based probe fluorescence polarization. inhibition, % at 2.79 µM. hit rate 1.3% among 370,000;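 active = inhibition above about 21% made by adding two undisclosed values, limit read from the data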
Target sequence (Q99873 whole entry, looked up): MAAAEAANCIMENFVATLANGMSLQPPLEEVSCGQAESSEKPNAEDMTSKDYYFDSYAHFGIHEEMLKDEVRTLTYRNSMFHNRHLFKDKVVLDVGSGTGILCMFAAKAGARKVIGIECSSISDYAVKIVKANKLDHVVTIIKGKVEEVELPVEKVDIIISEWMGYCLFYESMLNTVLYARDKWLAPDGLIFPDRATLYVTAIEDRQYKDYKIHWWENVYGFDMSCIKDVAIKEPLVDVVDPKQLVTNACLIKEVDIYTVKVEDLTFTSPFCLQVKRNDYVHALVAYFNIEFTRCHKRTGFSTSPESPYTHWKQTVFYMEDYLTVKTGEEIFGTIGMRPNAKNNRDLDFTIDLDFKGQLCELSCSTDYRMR
Rev-erbA mod = modulates human Rev-erb alpha binding to DNA. P20393. Rev-erbα–FITC-DNA binding, fluorescence polarization, 90 min. activity, % at 10 µM. hit rate 0.79% among 370,000. AID 1259318;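 active = activity above about 14%, limit read from the data; passing the limit was not always enough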;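 also: 0% = DMSO wells with 35 nM protein and 100% = DMSO wells with 750 nM protein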
UHRF1 MBD2 ctr = human UHRF1 methylated DNA binding inhibitors | inhibition, % at 4.4 µM | Q96T88 | UHRF1 binding to methylated oligo, TR-FRET | hit rate 0.75% among 370,000; in the data active = inhibition above about 21%;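 also: UHRF1 SRA domain binding a hemimethylated CpG hairpin DNA probe; 0% = median of test compound wells and 100% = reference inhibitor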
HTRA1 inhibitor = inhibitors of human serine peptidase HTRA1 | hit rate 0.5% among 340,000 | AID 504803 | Q92743 | recombinant HTRA1, FP-rhodamine activity-based probe, fluorescence polarization | inhibition, % at 5.96 µM; in the data active = inhibition above about 36%;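 also: 0% = enzyme with DMSO and 100% = wells lacking enzyme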
Target sequence (Q92743 whole entry, looked up): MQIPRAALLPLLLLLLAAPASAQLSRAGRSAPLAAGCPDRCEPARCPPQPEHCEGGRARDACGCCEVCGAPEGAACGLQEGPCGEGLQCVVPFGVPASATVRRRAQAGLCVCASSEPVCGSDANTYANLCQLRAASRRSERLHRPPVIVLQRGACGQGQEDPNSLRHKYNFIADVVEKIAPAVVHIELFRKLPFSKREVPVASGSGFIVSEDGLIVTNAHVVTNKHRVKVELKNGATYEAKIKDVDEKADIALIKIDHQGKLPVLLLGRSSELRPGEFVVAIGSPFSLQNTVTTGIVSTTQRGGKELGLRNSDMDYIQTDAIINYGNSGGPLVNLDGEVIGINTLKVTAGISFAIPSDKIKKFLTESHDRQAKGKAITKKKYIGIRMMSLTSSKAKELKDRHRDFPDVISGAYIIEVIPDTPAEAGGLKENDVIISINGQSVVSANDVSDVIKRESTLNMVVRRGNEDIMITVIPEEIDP
PG9 Ab binder = PG9 antibody binding by small molecule. TR-FRET gp120-PG9 antibody binding. inhibition, % at 6.7 µM. hit rate 0.43% among 360,000. AID 624416; in the data active = inhibition above about 8.5%
LEDGF integ inh = blocks HIV-1 LEDGF/p75-dependent DNA integration. TR-FRET IN-LEDGF/p75 DNA integration, Eu/Cy5. inhibition, % at 3.7 µM. hit rate 0.64% among 370,000. AID 743269;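 active = inhibition above the screen-wide mean plus 3 SD, cut at about 13% in these data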;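 also: signal is the Cy5 over europium emission ratio at 671 and 618 nm; 0% = plate median of compound wells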
rCAG RNA binder = r(CAG) repeat RNA binding; AID 651821; hit rate 1.3% among 370,000; TO-PRO-1 dye displacement fluorescence; inhibition, % at 3 µM;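 active = inhibition above the plate cutoff, the mean of all test compounds on that plate plus 3 SD, cut at about 35% in these data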;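 also: 0% = DMSO alone and 100% = 100 µM mitoxantrone as full dye displacement; higher means more dye released from RNA so lower well fluorescence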
* hit, by the source's call; · = not tested or not shown.

Start of the data: the first two compounds (preview)
#1 CCOc1ccc(-c2cc(NC(=O)c3c(F)cccc3F)c(C(=O)O)s2)cc1
#2 COc1ccc2cc(C(=O)C3CCCN(C(=O)c4snnc4C)C3)ccc2c1 (stereo not given)
Compound	1	2
ABHD4 inh	-54	1
MBD2 inh	3	3
TCR-CD3 inh	11	-1
PRMT1 FP inh	0	3
Rev-erbA mod	-7	-6
UHRF1 MBD2 ctr	-1	0
HTRA1 inhibitor	-90	-4
PG9 Ab binder	-3.0	-0.4
LEDGF integ inh	8	-3
rCAG RNA binder	83*	-5

The listing, previewed entries included:
#1 CCOc1ccc(-c2cc(NC(=O)c3c(F)cccc3F)c(C(=O)O)s2)cc1
#2 COc1ccc2cc(C(=O)C3CCCN(C(=O)c4snnc4C)C3)ccc2c1 (stereo not given)
#3 CN(C)/C=N/c1c(C#N)cnn1-c1ncnc2sc(-c3ccccc3)cc12
#4 Cc1ccc(N2C(=O)c3ccccc3NC2c2ccccc2O)cc1 (stereo not given)
#5 CC(C)(C)N(Cc1ccccc1)C(=O)COC(=O)CSc1ccc([N+](=O)[O-])cc1
#6 COc1ccc(CN(CCN2CCOCC2)C(=O)c2ccc(F)cc2Cl)cc1OC
Compound	1	2	3	4	5	6
ABHD4 inh	-54	1	-2	0	0	-4
MBD2 inh	3	3	-3	5	2	5
TCR-CD3 inh	11	-1	-5	1	-4	·
PRMT1 FP inh	0	3	2	-1	2	6
Rev-erbA mod	-7	-6	-1	1	7	3
UHRF1 MBD2 ctr	-1	0	-2	1	10	3
HTRA1 inhibitor	-90	-4	-20	-32	-18	·
PG9 Ab binder	-3.0	-0.4	1.3	-0.3	-0.1	·
LEDGF integ inh	8	-3	1	0	-6	2
rCAG RNA binder	83*	-5	2	3	1	5

#7 CN1CCC(N2CCN(c3cccc(C(F)(F)F)c3)CC2)CC1
#8 Cc1cccc(CN2C3=NCCCN3c3ccccc32)c1
#9 COc1ccc(CN2CCNC(=O)C2CC(=O)NCCCC2CCCC2)c(F)c1 (stereo not given)
#10 Cn1nc(C(=O)NCc2cccnc2)c2ccccc2c1=O
#11 CC1CCN(S(=O)(=O)c2ccc(NC(=O)CN3CCCCCC3)cc2)CC1
#12 O=C(CS(=O)(=O)c1cn(CC(=O)N2CCCC2)c2ccccc12)Nc1ccccc1
Compound	7	8	9	10	11	12
ABHD4 inh	2	-3	4	6	-5	-11
MBD2 inh	1	-3	3	-2	1	8
TCR-CD3 inh	4	2	2	-5	-6	-4
PRMT1 FP inh	1	-4	3	3	-4	6
Rev-erbA mod	-1	-6	8	-5	4	-5
UHRF1 MBD2 ctr	2	0	3	4	2	3
HTRA1 inhibitor	-6	3	-14	3	-7	3
PG9 Ab binder	-1.8	-0.3	-1.4	0.6	-0.4	-0.1
LEDGF integ inh	5	1	-2	-6	4	1
rCAG RNA binder	-4	9	-6	-2	-9	3

#13 COc1ccc2ccccc2c1/C=N\NC(=O)c1ccc(C)s1
#14 O=C(Nc1ccnn1C1CCN(CCCc2ccccc2)CC1)c1cccc(F)c1
#15 COc1cc(/C=C(\C#N)c2nc3ccccc3[nH]2)cc(Br)c1OCc1ccc(F)cc1
#16 CN1C(=O)[C@@](O)(CC(=O)c2ccccc2)c2cc(Br)ccc21
#17 O=C(Nc1ccccc1)C1C2/C=C\CCCCC21 (stereo not given)
#18 COc1ccccc1-n1nnnc1SCC(=O)NCC1(N2CCOCC2)CCCCC1
Compound	13	14	15	16	17	18
ABHD4 inh	-24	3	2	1	-2	-2
MBD2 inh	-4	-5	-3	-1	5	4
TCR-CD3 inh	7	0	-1	1	-1	-3
PRMT1 FP inh	2	-3	-1	-2	-1	-4
Rev-erbA mod	18	0	-1	8	0	1
UHRF1 MBD2 ctr	1	15	-3	0	-1	8
HTRA1 inhibitor	-46	3	-19	·	-14	-10
PG9 Ab binder	1.1	-1.5	-1.3	-0.9	0.8	-2.3
LEDGF integ inh	-1	-2	-5	1	-3	2
rCAG RNA binder	9	-5	4	2	-1	0

#19 CC1CCCCN1C(=O)COC(=O)c1ccc(=O)n(Cc2ccccc2)n1 (stereo not given)
#20 NC(=O)C1CCN(C(=O)CCC(=O)c2cccs2)CC1
#21 Cc1cccc(OCc2nnc(SCC(=O)c3c(N)n(C4CC4)c(=O)[nH]c3=O)o2)c1
#22 COC(=O)c1sccc1-c1ccc(C(=O)Nc2ccccc2)o1
#23 Cc1cccc(C)c1NC(=O)COC(=O)c1ccc([N+](=O)[O-])o1
#24 N#Cc1cccc(CN2C=NS(=O)(=O)c3ccccc32)c1
Compound	19	20	21	22	23	24
ABHD4 inh	-5	6	-4	-16	3	4
MBD2 inh	5	5	6	-7	-2	0
TCR-CD3 inh	-14	-4	0	6	5	1
PRMT1 FP inh	5	0	-6	0	-3	-1
Rev-erbA mod	0	4	-3	6	9	0
UHRF1 MBD2 ctr	0	2	-1	-1	-7	1
HTRA1 inhibitor	9	0	3	-68	2	9
PG9 Ab binder	0.7	1.5	-2.2	-2.6	-1.4	0.1
LEDGF integ inh	3	-2	2	1	4	1
rCAG RNA binder	-7	0	0	3	-1	5

Some entries already given, limited to LEDGF integ inh and UHRF1 MBD2 ctr:
entry	Structure	LEDGF integ inh	UHRF1 MBD2 ctr
21	Cc1cccc(OCc2nnc(SCC(=O)c3c(N)n(C4CC4)c(=O)[nH]c3=O)o2)c1	2	-1
22	COC(=O)c1sccc1-c1ccc(C(=O)Nc2ccccc2)o1	1	-1

(continued)
#25 COc1ccc(S(=O)(=O)NC(C)C)cc1-n1cnnn1
#26 O=C(CC1C(=O)NCCN1Cc1c(F)cccc1Cl)NCCCN1CCCC1=O (stereo not given)
#27 Cc1ccc(S(=O)(=O)N2CCOCC2)cc1C(=O)N(Cc1nnc(-c2ccccc2Cl)o1)C1CC1
#28 COc1cc(CNc2ncnc3c2ncn3[C@H]2CN(Cc3cc(OC)c(OC)c(OC)c3)C[C@@H](CO)O2)cc(OC)c1OC
#29 Cc1nc2ccc(F)cc2cc1C(=O)NCC1CCCO1 (stereo not given)
#30 COc1ccc(OC)c2cc3ccccc3cc12
Compound	25	26	27	28	29	30
ABHD4 inh	-5	-6	-2	-6	4	23
MBD2 inh	-2	-7	-3	2	-4	-9
TCR-CD3 inh	5	-1	1	-3	5	1
PRMT1 FP inh	0	1	-5	-3	-1	29*
Rev-erbA mod	7	1	1	-7	-3	-4
UHRF1 MBD2 ctr	1	-1	-2	0	-1	-12
HTRA1 inhibitor	3	-5	-7	·	4	33
PG9 Ab binder	-0.3	3.9	-0.9	0.5	1.9	-1.9
LEDGF integ inh	-1	-2	5	6	2	4
rCAG RNA binder	4	-5	-5	2	5	5

#31 CC1=CC2=NC(=O)CC(C)(C(=O)N(CC(=O)NC(C)(C)C)C3CCCC3)N2C=C1 (stereo not given)
#32 CCOc1ccc(S(=O)(=O)N2CN(c3cccc(C(C)=O)c3)c3nc4ccccc4nc32)cc1
#33 CCOc1ccc(-c2nnn(CC(=O)Nc3cc(OC)cc(OC)c3)n2)cc1OCC
#34 CC1C(=O)N2CCCc3cc(S(=O)(=O)N4CCN(c5ccccc5F)CC4)cc1c32 (stereo not given)
#35 COc1ccc(C(=O)NCC(=O)OCc2ccccc2F)cc1
#36 CC1(C(=O)NS(=O)(=O)Cc2ccccc2C(F)(F)F)CCN1C(=O)c1ccccc1 (stereo not given)
Compound	31	32	33	34	35	36
ABHD4 inh	-4	-6	-5	4	3	5
MBD2 inh	6	0	5	-4	-1	-4
TCR-CD3 inh	-5	6	-3	12	1	6
PRMT1 FP inh	1	-3	1	-3	-2	0
Rev-erbA mod	1	-1	-1	-1	1	2
UHRF1 MBD2 ctr	4	0	6	-2	-1	0
HTRA1 inhibitor	0	2	-4	-3	1	·
PG9 Ab binder	2.5	-1.9	1.5	0.2	0.3	1.6
LEDGF integ inh	5	2	-9	-2	-3	2
rCAG RNA binder	0	12	0	5	1	8

#37 CCCn1c(=O)c2c(nc3n2CCCN3CCc2ccccc2)n(C)c1=O
#38 COc1ccc2cc(C3(C)NC(=O)N(CC(=O)NCC(F)(F)F)C3=O)ccc2c1 (stereo not given)
#39 Cc1noc(C)c1-c1ccc(C(=O)NCc2ccc(Cl)cc2)c2occc12
#40 Cc1cccc(NC(=O)CSc2nc3[nH]ncc3c(=O)[nH]2)c1
#41 CCC(C)NS(=O)(=O)c1ccc(NC(=O)c2c(-c3ccccc3)noc2C)cc1 (stereo not given)
#42 CN1CCN(C(=O)CSc2nc3c(c(=O)n(C)c(=O)n3C)n2C)CC1
Compound	37	38	39	40	41	42
ABHD4 inh	2	4	-10	-5	1	0
MBD2 inh	0	2	5	0	3	-5
TCR-CD3 inh	9	-7	-3	11	5	5
PRMT1 FP inh	-2	-1	1	-1	2	0
Rev-erbA mod	-3	6	-4	0	-4	4
UHRF1 MBD2 ctr	0	1	2	-3	1	-2
HTRA1 inhibitor	-3	-1	·	1	-27	2
PG9 Ab binder	-1.4	-0.8	-0.8	-2.6	-0.7	-2.6
LEDGF integ inh	-4	-8	-3	-1	0	0
rCAG RNA binder	-2	-4	1	5	0	1

#43 Cc1ccc(/C=N/n2c(-c3ccco3)n[nH]c2=S)cc1
#44 CCOC(=O)N1CCC(=C(C#N)C(=O)Nc2cc(OC)ccc2OC)CC1
#45 CC(C(=O)O)n1ncc2ccccc2c1=O (stereo not given)
#46 O=C1c2ccccc2-c2cccc(C(=O)N3CCCCC3)c21
#47 O=C(O)CCc1ccc(-c2cccs2)n1CCC(=O)O
#48 NC(=O)CC(NC(=O)Cc1ccc(Br)cc1)c1ccc(NC2CCCC2)c([N+](=O)[O-])c1 (stereo not given)
#49 O=C(NCCN1CCOCC1)c1ccncc1
Compound	43	44	45	46	47	48	49
ABHD4 inh	0	-1	3	-6	9	-1	2
MBD2 inh	1	-1	-5	6	-1	0	-4
TCR-CD3 inh	-1	5	-1	-11	-7	-3	2
PRMT1 FP inh	13	2	1	11	16	-1	1
Rev-erbA mod	-5	-7	-6	-5	-2	-2	-6
UHRF1 MBD2 ctr	0	1	-4	4	5	0	2
HTRA1 inhibitor	1	-5	1	-3	2	4	3
PG9 Ab binder	1.1	0.2	2.3	2.7	-1.7	-0.5	0.5
LEDGF integ inh	-5	0	3	7	-1	0	-3
rCAG RNA binder	8	2	-2	-2	11	11	1

Screening data from PubChem BioAssay.

An excerpt. The share of hits here may be higher or lower than overall.
